hIAP activ: human IAP activators, primary screen, biochemical, luminescence, uHTS | activation factor at 10 µM | AID 2524, 2010 | 330,000 compounds, 0.16% hits | purified human IAP, CDP-Star luminescence, 30 min; active compounds read high; 1 = vehicle-only enzyme, 0 = enzyme-free background | Intestinal-type alkaline phosphatase (Homo sapiens), P09923;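 active means activation factor of the enzyme at least 2-fold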; further: the source names both 10 and 20 µM as test concentration; values of inactives mirror those of a sister screen read the other way
MPTP block: mitochondrial permeability transition pore inhibitors, primary screen, biochemical, isolated mouse mitochondria, absorbance | AID 602449, 2012 | 360,000 compounds, 1.4% hits | Ca2+ swelling absorbance, 30 min | inhibition, % at 10 µM;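 active means inhibition of 50% or more, scaled per plate between neutral and stimulator controls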;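 further: 0% = DMSO wells given calcium and 100% = 1 mM EGTA wells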
SENP6 block: SENP6 protease inhibitors, primary screen, biochemical, luminescence, uHTS | Sentrin-specific protease 6 (Homo sapiens), Q9GZR1 | Recombinant SENP6 catalytic domain, aminoluciferin luminescence | inhibition, % at 10 µM | 330,000 compounds, 1.8% hits | AID 2599, 2010;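 active means inhibition above about 50% at the single tested dose, limit read from the data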;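 further: plate controls were DMSO wells with enzyme for no effect and DMSO wells lacking enzyme for full effect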
Target sequence (Q9GZR1 628-1112 limits assumed): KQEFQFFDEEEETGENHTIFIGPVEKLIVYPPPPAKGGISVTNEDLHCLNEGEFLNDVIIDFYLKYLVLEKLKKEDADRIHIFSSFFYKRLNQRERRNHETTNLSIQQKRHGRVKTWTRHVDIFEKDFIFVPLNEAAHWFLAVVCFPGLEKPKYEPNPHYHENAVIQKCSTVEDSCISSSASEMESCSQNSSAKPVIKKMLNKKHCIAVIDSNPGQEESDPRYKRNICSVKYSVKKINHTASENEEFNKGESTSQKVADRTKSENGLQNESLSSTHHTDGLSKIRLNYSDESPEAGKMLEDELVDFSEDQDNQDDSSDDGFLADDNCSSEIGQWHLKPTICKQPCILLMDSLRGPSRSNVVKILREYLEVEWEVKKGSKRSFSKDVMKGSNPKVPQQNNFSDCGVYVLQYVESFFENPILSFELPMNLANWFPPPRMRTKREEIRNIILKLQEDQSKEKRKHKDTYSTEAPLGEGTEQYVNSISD
GRIN3A LBD mod: binders of NR3A ligand-binding domain, primary screen, biophysical, differential scanning fluorimetry, uHTS | NR3A LBD differential scanning fluorimetry, Tm shift; 0% = protein alone, 100% = glycine-bound protein | Tm shift relative to glycine control, % at 25 µM | 340,000 compounds, 2.5% hits;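 active means melting temperature shift of at least 10% of the positive control shift, at one fixed dose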
SENP1 FRET inh: human SENP1 catalytic domain inhibitors, primary screen, biochemical, FRET, uHTS; Sentrin-specific protease 1 (Homo sapiens), Q9P0U3; 360,000 compounds, 0.21% hits; AID 624204, 2012; recombinant SENP1 catalytic domain, CyPet-SUMO1-YPet FRET cleavage; inhibition, % at 10 µM;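 active means inhibition at least 30% at 10 µM, raw YFP signal under a set limit, fluorescence ratio 0.5 to 1.5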;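 further: 0% = enzyme with DMSO and 100% = no enzyme wells; some results filed as inactive read as strong as hits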
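Compound: 10 µM single point, 0.5% DMSO; Test system: hSENP1 catalytic domain, recombinant; Timing: 50 min reaction at room temperature; Technique: FRET, CFP and YFP emission; Control set: no-enzyme wells low, DMSO-plus-enzyme wells high control.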
SENP8 block: human SENP8 protease inhibitors, primary screen, biochemical, fluorescence, Nedd8 protein substrate, uHTS. inhibition, % at 20 µM. Sentrin-specific protease 8 (Homo sapiens), Q96LD8. 360,000 compounds, 0.64% hits. recombinant SENP8; in the data active means inhibition mostly above about 40%, no sharp cut-off; inactive means mostly below about 27%
PfG6PD inh: PfG6PD enzyme inhibitors, primary screen, biochemical, fluorescence intensity, uHTS | glucose-6-phosphate dehydrogenase-6-phosphogluconolactonase (Plasmodium falciparum 3D7) | PfGluPho enzyme, NADPH resazurin-diaphorase fluorescence | inhibition, % at 20 µM | 350,000 compounds, 0.78% hits;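 active means inhibition reaching at least a set limit at 20 µM in the primary screen, cut at about 59% in these data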;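 further: 0% = DMSO wells with substrate and 100% = DMSO wells lacking glucose-6-phosphate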
ATG4B inh: ATG4B protease inhibitors, primary screen, biochemical, fluorescence, uHTS; AID 504462, 2011; 340,000 compounds, 0.51% hits; Cysteine protease ATG4B (Homo sapiens), Q9Y4P1; ATG4B cleavage of LC3-PLA2, NBD-HPC fluorescence, 1 h; inhibition, % at 8.33 µM; in the data active means inhibition above about 40%
Target sequence (Q9Y4P1 whole entry, looked up): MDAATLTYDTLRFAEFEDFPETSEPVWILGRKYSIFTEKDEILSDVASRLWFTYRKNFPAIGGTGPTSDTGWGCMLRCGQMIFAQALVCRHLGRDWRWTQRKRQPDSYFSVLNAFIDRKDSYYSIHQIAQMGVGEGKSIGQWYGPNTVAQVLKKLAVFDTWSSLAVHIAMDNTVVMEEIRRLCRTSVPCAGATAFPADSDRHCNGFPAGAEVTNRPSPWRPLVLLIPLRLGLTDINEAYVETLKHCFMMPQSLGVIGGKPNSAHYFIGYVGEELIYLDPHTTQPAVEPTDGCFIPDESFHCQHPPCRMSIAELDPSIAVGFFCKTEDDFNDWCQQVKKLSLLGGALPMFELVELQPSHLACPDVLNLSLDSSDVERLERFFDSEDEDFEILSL
Numbers without * were called inactive; x = not tested or not shown.

Molecule	ATG4B inh	SENP8 block	hIAP activ	MPTP block	GRIN3A LBD mod	PfG6PD inh	SENP6 block	SENP1 FRET inh
COc1ccc(CN2CCN(c3cccc(C)c3C)CC2)cc1OC	3	20	1	2.4	1	-2	7	1
C=CCn1c(CCC(=O)O)ccc1-c1ccc(OC)cc1	-5	-255	0.87	-0.2	2	-6	-24	-66
C=CCc1cc(OC)ccc1OCCN1CC(C)OC(C)C1 (configuration not stated)	6	13	1	0.1	-1	-18	-6	0
O=C(Nc1nccs1)c1cccc2ccccc12	-2	13	1	0.2	1	-6	2	-3
O=S(=O)(Nc1ccc(F)cc1)N1CCOCC1	-2	7	0.82	-1.1	-1	9	3	2
O=C(CN(c1cccc(C(F)(F)F)c1)S(=O)(=O)c1ccc(Cl)c([N+](=O)[O-])c1)NCc1ccccc1Cl	54*	19	0.95	33	1	10	-22	2
COc1cc2c(cc1[N+](=O)[O-])-c1ccc([N+](=O)[O-])cc1C2=NNC(N)=S	x	17	x	2.7	x	73*	x	5
O=C(NC1CC1)C1CCN(c2ccc(S(=O)(=O)N3CCOCC3)cc2Cl)CC1	-8	20	0.86	0.0	0	-3	1	2
CCCCCN(C(=O)NC(=O)Nc1ccccc1OC)S(C)(=O)=O	-5	12	0.91	0.9	2	19	-3	4
O=C(NCCc1ccccn1)c1cc2ccccc2o1	0	3	1	0.9	0	-6	-5	-5
COc1cc(OC)cc(-c2c(-c3cccs3)c3cc(-c4cnc(N)nc4)ccc3n2C)c1	4	-319	0.92	0.1	-3	5	-9	-8
O=c1[nH]c(/C(Cl)=C/c2cccc(F)c2)nc2cc(C(F)(F)F)ccc12	1	-2	0.83	8.1	-6	-2	14	0
O=C(Cn1c(-c2ccccn2)nc2ccccc21)N/N=C/c1ccccn1	0	-1	1.4	-0.7	2	13	-9	0
O=C(Nc1cc(C(=O)N2CCCC2)ccc1N1CCCC1)C1CC1	-4	-7	1.1	-1.0	-1	-12	3	-12
CC(=O)Nc1cccc(NC(=O)c2ccc(S(=O)(=O)NCc3ccco3)cc2)c1	x	13	x	0.9	x	6	x	0
Nc1nnnn1/N=C/c1cc(Cl)cc(Cl)c1O	0	-129	1.1	-0.6	-1	-10	-5	-24
COc1ccc(NC(=O)C2CCC(N3C(=O)C4C5C=CC(C5)C4C3=O)CC2)cc1 (configuration not stated)	-11	20	0.98	-2.1	-1	-16	-7	3
COc1cccc(S(=O)(=O)NCc2ccc(C(=O)N3CCN(c4ccccc4OC)CC3)cc2)c1	x	8	1.3	2.2	x	x	-20	4
O=C(CSCc1ccc(F)cc1)NCc1cccs1	3	9	1.1	0.8	-1	-1	-14	0
CSc1ccc(/C=C(/NC(=O)c2ccco2)C(=O)N2CCOCC2)cc1	-1	-63	0.85	0.0	3	10	0	2

In the list so far, these contain a thiophene ring, fused or not.
Molecule	ATG4B inh	SENP8 block	hIAP activ	MPTP block	GRIN3A LBD mod	PfG6PD inh	SENP6 block	SENP1 FRET inh
COc1cc(OC)cc(-c2c(-c3cccs3)c3cc(-c4cnc(N)nc4)ccc3n2C)c1	4	-319	0.92	0.1	-3	5	-9	-8
O=C(CSCc1ccc(F)cc1)NCc1cccs1	3	9	1.1	0.8	-1	-1	-14	0

(list continues)
Molecule	ATG4B inh	SENP8 block	hIAP activ	MPTP block	GRIN3A LBD mod	PfG6PD inh	SENP6 block	SENP1 FRET inh
N=C(N)Sc1nc(N2CCCCC2)nc(N2CCCCC2)n1	-9	10	1.1	1.9	0	4	11	2
CCCCC(=O)Nc1cc(OCC)c(NC(=O)c2ccccc2[N+](=O)[O-])cc1OCC	-4	17	1	-0.1	0	-20	-31	1
O=C(NNC(=O)c1ccc(Cl)cc1Cl)c1ccc2ccccc2c1	-1	15	x	2.0	0	-7	x	2
CCc1cc(C)cc(OCCOc2ccccc2/C=N/NC(C)=O)c1	-5	25	0.94	-0.1	2	24	-9	0
CC(C)Cc1cc(C(=O)N2CCCC(CCC(=O)N(C)CCc3ccccn3)C2)no1 (configuration not stated)	17	9	1.1	2.7	-1	7	11	3
S=c1[nH]nc(NCCCN2CCOCC2)s1	3	14	0.82	0.8	6	54	-18	1
CCOc1cccc(/C=N/NC(=O)CC2C(=O)NN=C2C)c1O (configuration not stated)	-6	-36	1.6	0.4	0	-11	-5	-3
COc1ccc(C2=NOC(C(=O)NCCCN3CCOCC3)C2)cc1 (configuration not stated)	0	16	1	-1.9	-1	0	-6	0
O=C1C(C=NCCCN2CCOCC2)=C(O)c2ccccc21	-7	-4	1	0.6	0	7	-10	2
CCCCC1(C2CCCC2)NC(=O)NC1=O (configuration not stated)	-2	7	x	-0.6	0	18	x	2
CCOC(=O)C1=C(c2ccccc2)NC(SCC(=O)Nc2ccc(C)cc2)=C(C#N)C1c1ccco1 (configuration not stated)	7	-24	0.86	20	4	15	-16	2
N#C/C(=C/c1ccc(O)c([N+](=O)[O-])c1)C(=O)Nc1ccccc1	-9	37	0.95	32	-8	-1	47	-4
Cc1ccc(S(=O)(=O)N2C[C@]3(O)C[C@@H]4C(=O)N(c5ccccc5)C(=O)[C@@H]4C[C@]3(OC(=O)Nc3c(C)noc3C)C2)cc1	x	4	x	-1.6	x	-7	x	1
C=CCN(Cc1cccc(OC)c1OC)C(=O)Oc1ccccc1	-3	1	0.81	1.1	2	3	-6	3
CCn1c(COC(=O)CNC(=O)c2cc(OC)c(OC)c(OC)c2)nc2cc(S(=O)(=O)N(C)C)ccc21	0	13	1.1	-1.5	2	-2	-13	-1
O=C(C1CCCN(S(=O)(=O)c2cccs2)C1)N1CCN(C2CCCCC2)CC1 (configuration not stated)	-2	20	1.1	-0.2	0	8	9	-3
COc1cc(COCC(O)CN2C(C)CCCC2C)cc(OC)c1OC (configuration not stated)	4	13	1	1.0	4	22	3	1
CCCSc1nnc(NC(=O)c2ccco2)s1	4	-26	1.1	0.6	0	-16	-23	0
O=C(N/N=C/c1cccc2ccccc12)c1n[nH]c2c1CCCC2	-1	-153	1.6	0.5	0	-8	3	-1
O=C(COC(=O)c1cc(Cl)ccc1[N+](=O)[O-])Nc1cccc2ccccc12	-17	9	0.82	-0.2	-7	7	-4	1
CN1C(=O)NC(c2ccccc2[N+](=O)[O-])C2=C1CCCC2=O (configuration not stated)	-1	10	0.92	1.4	-1	33	-2	-24
Nc1cc(N)nc(SCC(=O)NCC2CCCO2)n1 (configuration not stated)	-5	14	0.94	2.7	-1	8	-1	-1
C[C@@H]1CN([C@H](C)CO)C(=O)CCCn2nncc2CO[C@@H]1CN(C)C(=O)Nc1ccc(N2CCCCC2)cc1	x	2	x	-1.0	x	2	x	2
CCN(CC)C(=O)C(=O)Nc1cc(C(F)(F)F)ccc1Cl	-3	19	1.1	-1.3	2	-15	8	1
Cc1nc(Cl)sc1C(=O)Nc1ccc(C(C)(C)C)cc1	5	14	0.88	-0.3	-3	40	-28	2
CCCC/C=C/C(NC(=O)CCc1ccccc1)c1ccccc1 (configuration not stated)	4	6	0.95	-0.4	-3	7	-6	2
COCC(=O)N1CCC(Oc2ccc(C(=O)NCCc3ncccc3C)cc2)CC1	16	4	0.78	0.8	-5	-13	-7	0
O=C(c1cc2cc([N+](=O)[O-])ccc2s1)N1CCCCC1	-5	2	0.83	-1.0	-14	7	-2	0
CN(C)CCNc1cc(-c2ccncc2)nc2ccccc12	6	-151	1	-2.0	-4	-10	0	1
CCc1c(C)nc2ncnn2c1N1CCCC(C(=O)Nc2ccc(NC(C)=O)cc2)C1 (configuration not stated)	0	18	1.1	7.7	1	-24	-8	4
COCc1cc(C)nc(SCC(=O)Nc2nc(C)cs2)c1C#N	-7	-70	1.2	0.2	-1	-10	-10	-25
CCN(CC)C(=O)CSC1=Nc2ccccc2C2=NC(c3ccccc3)C(=O)N12 (configuration not stated)	-4	-360	1.1	-2.6	-1	-10	-2	-5
Cc1ccc(CC(=O)Nc2ccc(C(=O)N3CCOCC3)cc2)cc1	-2	-3	0.93	-0.8	0	6	-5	0
Cc1ccc2c(C(=O)CN3CCSCC3)c(C)[nH]c2c1	-4	13	0.95	-0.7	0	-7	-7	0
Cc1ccc(NC2(c3nnnn3-c3c(C)cccc3C)CCCCC2)cc1	-11	17	1.3	1.8	5	6	11	0
CCN(CC)CCN(C(=O)c1cc(Cl)sc1Cl)c1nc2cc3c(cc2s1)OCO3	12	-12	0.95	0.9	1	14	9	1
C#CCOCCOCCOCCNc1nc(N2CCN(C(=O)Cn3cc(CCCN=C(N)N)nn3)CC2)nc(N2CCN(C(=O)[C@H](CCCCN)n3cc(CCC(=O)O)nn3)CC2)n1	-6	14	0.95	-1.4	-2	-12	-6	2
CCOC(=O)c1ccccc1NC(=O)c1ccc2c(=O)n3c(nc2c1)CCCCC3	-10	-26	0.84	-0.4	-1	24	-8	-3
Cc1cccc(Cc2nnc(CCC(=O)N3CCCCC3c3nccs3)o2)c1 (configuration not stated)	26	-7	0.86	-1.1	-1	-4	-5	4
COCCNC(=O)CN1C(=O)CSc2ccc(S(=O)(=O)N3CCOCC3)cc21	1	6	1.1	-1.9	0	-11	5	0
Cc1nnc2ccc(-c3ccc(NC(=O)c4ccco4)cc3)nn12	-11	-417	0.98	1.5	-12	11	-4	-6
COc1ccc(CN2C(=O)c3cccnc3C2=O)cc1S(=O)(=O)N1CCCCC1	1	7	1.1	-0.4	-2	-11	-4	2
O=C1CC(c2cc([N+](=O)[O-])ccc2Cl)c2c(ccc3ccccc23)N1 (configuration not stated)	-18	7	1	-1.3	-6	-5	0	4
NC(=O)C1CCN(C(=O)COc2ccc3c(c2)oc(=O)c2ccccc23)CC1	-23	-222	0.94	-1.7	0	7	-10	2
CCC(CC)C(=O)c1c[nH]c(C(=O)O)c1	0	2	1	-0.1	-1	-11	2	2
CCN(C(=O)COC(=O)CNC(=O)c1ccc(C)c(C)c1)C1CCS(=O)(=O)C1 (configuration not stated)	0	14	0.81	-2.4	1	-5	-9	4
Cn1c(SCC(=O)Nc2ccc3c(c2)OCCO3)nnc1-c1ccccn1	-5	20	1	1.7	-1	-8	-12	1
CCc1ccc(NC(=O)Nc2cc(C(=O)NCC3CCCO3)ccc2N2CC3CC(C2)c2cccc(=O)n2C3)cc1 (configuration not stated)	-8	10	1.2	-0.8	-3	4	-8	1
O=C(NCc1ccccc1Cl)c1cc2c(s1)CS(=O)(=O)C2	22	5	0.83	-1.4	-3	0	9	-10
COc1cccc(CNC(=O)CSc2nnc3c(n2)[nH]c2ccc(C)cc23)c1	-1	5	1	0.6	-2	-18	4	1
CC(=O)N(Cc1c(C#N)c2ccccc2n1C)c1ccccc1	-10	13	1	-8.3	-3	-17	-3	2
Cc1ccc(NC(=O)C2Cc3ccccc3CN2C(=O)c2ccco2)cc1S(=O)(=O)N(C)C (configuration not stated)	5	16	0.98	1.3	-1	-4	4	-1
O=C(COc1ccccc1Br)N1CCN(C(=O)c2cccs2)CC1	-2	2	0.99	-0.1	0	-11	-2	2
COc1ccc(CC(=O)NNC(=S)NC(=O)c2cccnc2)cc1	-1	29	1.1	-1.8	1	-22	-8	-1

Assay outcomes (PubChem)
